High-throughput results: PubChem, several laboratories
CAL PDZ FP: human CAL PDZ-peptide interaction inhibition; 0.02% of 330,000 active; AID 504414; purified CAL PDZ, TMR-peptide fluorescence polarization, 1 h; inhibition, % at 20 µM;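 active = highest replicate inhibition of at least 40%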;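 also: plate controls were DMSO neutral control wells for no effect and unlabeled competitor peptide control wells for full effect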
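Test system: tagged CAL PDZ domain / Buffer or medium: sodium phosphate/NaCl buffer pH 7.4 with TCEP, IgG, Thesit / Reagent: TMR-labelled reporter peptide T*-PRC34 bound in PDZ groove / Compound dosing: single point, 20 µM / Schedule: 1 h incubation at room temperature before polarization reading / Technique: fluorescence polarization (mP) / Benchmarks: unlabelled peptide, DMSO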
Rtt109 Vps75: blocks Candida albicans Rtt109/Vps75 acetyltransferase activity. purified Rtt109/Vps75, ThioGlo CoA-SH fluorescence, 4 h. inhibition, % at 34.9 µM. 0.16% of 330,000 active. AID 540336;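 active = inhibition of at least 50% in every replicate; inconclusive = best replicate reaches 50% inhibition but some replicates fall short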
Target sequence (Q5AAJ8 whole entry, looked up): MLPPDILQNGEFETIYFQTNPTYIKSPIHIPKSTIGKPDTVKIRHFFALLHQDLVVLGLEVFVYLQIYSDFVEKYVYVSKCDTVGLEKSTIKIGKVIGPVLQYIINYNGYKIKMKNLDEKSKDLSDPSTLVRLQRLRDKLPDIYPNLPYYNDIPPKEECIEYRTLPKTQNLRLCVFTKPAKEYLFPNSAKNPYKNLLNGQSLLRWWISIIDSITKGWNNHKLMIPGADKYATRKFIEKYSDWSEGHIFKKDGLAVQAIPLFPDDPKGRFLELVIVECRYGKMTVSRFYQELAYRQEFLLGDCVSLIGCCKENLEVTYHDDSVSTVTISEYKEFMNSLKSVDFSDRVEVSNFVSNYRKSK
phage Ecoli inh: E. coli growth loss with phage present. inhibition, % at 11.9 µM. 0.26% of 360,000 active. growth absorbance; in the data active = inhibition above about 11%
AddAB inh: less growth of phage-infected E. coli with AddAB; 0.29% of 330,000 active; E. coli expressing H. pylori AddAB, absorbance growth; inhibition, % at 11.9 µM; in the data active = inhibition above about 12%;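 also: 0% = vehicle wells of infected cells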
Ecoli viability: reduces bacterial viability in AddAB counter-screen. E. coli V3065 growth, OD600 absorbance, 18 h. inhibition, % at 11.9 µM. 0.27% of 330,000 active;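 active = inhibition above the campaign's mean inhibition across all tested compounds plus 3 SD, cut at about 9.9% in these data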;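 also: uninfected addAB+ strain grown without phage in ampicillin broth; 0% = DMSO wells and 100% = ciprofloxacin 0.95 µg/ml wells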
Wnt act: Wnt/beta-catenin pathway activation; Wnt/beta-catenin reporter cell assay, activator, plate reader; activation, % at 9.35 µM; 1.2% of 300,000 active; in the data active = activation above about 30%, passing the limit was not always enough; inconclusive = no clear call, values can overlap the other calls;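 also: 0% = neutral control wells and 100% = positive control wells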
Tat export inh: blocks Tat-dependent protein export in E. coli. 0.036% of 340,000 active. inhibition, % at 10 µM. E. coli MC4100 TorA-mCherry Tat export, fluorescence;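 active = mean replicate inhibition at least 50% and at least half of replicates individually reaching 50%; inconclusive = only one of the two criteria met; inactive = neither criterion met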;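 also: exported cargo escapes ClpAP degradation while cytoplasmic cargo is degraded and loses fluorescence; 0% = median of neutral control wells and 100% = median of NaSCN control wells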
DAGLB inh: blocks human DAGLB lipase activity; AID 504411; inhibition, % at 5.17 µM; HEK293T DAGLB membrane lysate, EnzChek fluorogenic substrate; 0.059% of 340,000 active; Q8NCG7; in the data active = inhibition above about 34%;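 also: 0% = enzyme with vehicle and 100% = wells lacking enzyme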
Target sequence (Q8NCG7 whole entry, looked up): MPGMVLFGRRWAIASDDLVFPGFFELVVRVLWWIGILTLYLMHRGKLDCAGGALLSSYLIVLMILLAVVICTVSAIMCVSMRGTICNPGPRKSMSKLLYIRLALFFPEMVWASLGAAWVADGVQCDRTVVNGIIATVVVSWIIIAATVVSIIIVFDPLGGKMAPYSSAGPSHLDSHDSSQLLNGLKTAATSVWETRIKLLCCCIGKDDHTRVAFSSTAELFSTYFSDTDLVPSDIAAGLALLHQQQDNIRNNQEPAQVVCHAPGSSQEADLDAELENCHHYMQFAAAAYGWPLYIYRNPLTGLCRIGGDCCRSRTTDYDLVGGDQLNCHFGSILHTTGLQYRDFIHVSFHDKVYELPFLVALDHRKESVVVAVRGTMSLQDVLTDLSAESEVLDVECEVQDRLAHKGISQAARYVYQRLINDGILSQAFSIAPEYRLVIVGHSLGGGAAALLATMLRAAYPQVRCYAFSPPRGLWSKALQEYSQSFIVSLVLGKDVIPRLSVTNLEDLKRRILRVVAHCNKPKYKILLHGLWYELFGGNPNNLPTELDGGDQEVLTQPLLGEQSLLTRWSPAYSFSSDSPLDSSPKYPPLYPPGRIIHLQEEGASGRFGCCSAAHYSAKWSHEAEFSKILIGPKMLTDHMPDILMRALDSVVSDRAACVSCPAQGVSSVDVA
PvdQ inh: blocks Pseudomonas aeruginosa PvdQ acylase activity; purified PvdQ acylase, fluorescence plate reader; inhibition, % at 10 µM; 0.063% of 340,000 active; AID 488965; in the data active = inhibition above about 30%, passing the limit was not always enough; inconclusive = no clear call, values can overlap the other calls;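 also: 0% = vehicle neutral wells and 100% = reference inhibitor wells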
PfHsp90 set2: reduces growth (ATP signal) of yeast expressing P. falciparum Hsp90; AID 504621; S. cerevisiae expressing PfHsp90, BacTiter-Glo ATP, 48 h; yeast lacking PDR1 and PDR3 efflux regulators; inhibition, % at 9.4 µM; 0.32% of 310,000 active;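 active = every replicate shows inhibition above about 80%, whatever the replicate mean, limit read from the data; inconclusive = mean inhibition reaches the set limit but some replicate falls short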;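 also: 0% = DMSO neutral controls and 100% = 20 µM radicicol positive controls; yeast relying on Plasmodium falciparum Hsp90 in place of its own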
Active calls of the source: *; ? = inconclusive; nt = not tested or not shown.

SMILES	CAL PDZ FP	Rtt109 Vps75	phage Ecoli inh	AddAB inh	Ecoli viability	Wnt act	Tat export inh	DAGLB inh	PvdQ inh	PfHsp90 set2
O=C(COC(=O)COc1ccccc1)Nc1ccc2c(c1)OCCO2	-1.2	2	1.0	0.4	-0.4	-2	-2	-2	-17	2
COc1ccc(COC(=O)C2=C(C)NC(=O)NC2c2cccc(Br)c2)cc1 (stereo unspecified)	-20	5	3.2	1.8	-0.5	-2	6	2	-10	2
CCC(CC)C(=O)c1c[nH]c(C(=O)NCc2ccccc2OC)c1	0.6	5	0.5	-1.6	-0.4	2	6	-1	-20	11
Nc1nnc(N2CCCCCC2)s1	-0.1	0	4.5	1.3	-0.1	0	0	0	-8	1
O=C1CC(N2CCN(C(c3ccccc3)c3ccccc3)CC2)C(=O)N1Cc1ccc(N2CCCC2=O)cc1 (stereo unspecified)	-1.2	2	1.1	0.3	0.3	-7	22	0	-11	6
Cc1c(F)cccc1NS(=O)(=O)c1ccc2c(c1)c(=O)n(C)c(=O)n2C	-0.1	0	4.0	3.6	0.3	0	-10	1	-9	-8
Cc1nn(CC(=O)Nc2ccc(C(=O)N3CCCCC3)cc2)c(=O)c2ccccc12	nt	-7	2.6	-0.6	-1.9	nt	3	-2	-5	nt
CC1CCN(C(=O)COC(=O)c2ccc3ccccc3n2)CC1	0.1	-2	0.6	2.4	3.8	3	-6	0	2	19
Cc1ccc(S(=O)(=O)NNC(=O)c2cc3cc4ccccc4nc3s2)cc1	-3.2	19	3.4	1.0	0.1	11	-1	5	2	11
O=C(NCc1nc2ccccc2[nH]1)C1=C[C@@H](c2ccc(C(F)(F)F)cc2)C[C@@H](OCCCCO)O1	-0.3	-1	2.5	-0.6	-0.2	-4	4	-2	-19	-7
CCOC(=O)N1CCC(Nc2cc(C)nc3c(-c4ccccc4OC)c(C)nn23)CC1	-0.1	-2	4.2	0.9	1.5	-2	9	1	-4	16
O=C(Oc1ccc([N+](=O)[O-])cc1)c1cncc(Br)c1	-2.8	5	4.2	2.3	1.9	6	-11	-1	4	-16
COc1ccc(Cl)cc1-n1c(=S)sc2c(=O)n(-c3ccc(F)cc3)c(SCC(=O)O)nc21	-1.6	-11	0.2	0.8	-1.2	-1	-2	4	-14	4
COc1ccc(Nc2nc(N3CCOCC3)nc(N3CCOCC3)n2)c(OC)c1	0.0	1	-0.2	-1.7	-1.6	-3	4	0	-7	-1
Cc1ccc(S(=O)(=O)NCC(C)n2nc(C)cc2C)cc1 (stereo unspecified)	-0.1	-2	-2.8	1.0	0.8	0	2	-2	-1	8
COc1ccccc1N(CC(=O)Nc1ccc2c(c1)OCO2)S(=O)(=O)c1ccccc1	nt	10	3.9	-0.1	1.5	2	8	1	-8	nt
Cc1cc(C)c2c(C)c(C(=O)NCc3ccc(S(N)(=O)=O)cc3)oc2c1	0.6	-2	4.5	0.7	-3.7	-16	0	-1	26	2
CCSc1nc(C2CC2)cc(-c2ccco2)c1C#N	-0.3	0	2.6	5.7	-0.1	nt	2	-2	-1	-7
CN(C)CCCNc1c2c(nc3ccccc13)CCC2	-0.6	-3	-1.2	-5.0	-4.2	0	-6	3	-7	8
CCOc1ccccc1NC(=O)N1CCC(c2nc3ccccc3[nH]2)CC1	-3.1	2	0.6	2.5	1.2	nt	-9	0	12	2
COCCN(C(=O)c1ccc(C)c(S(=O)(=O)N2CCOCC2)c1)c1c(N)n(CC(C)C)c(=O)[nH]c1=O	0.2	-2	1.2	nt	nt	-4	-2	1	3	2
COc1cc(/C=C2\SC(=S)N(Nc3ccccc3)C2=O)ccc1O	-1.8	9	3.9	4.8	1.6	?	-2	5	1	17
CCc1ccc(NC(=S)N(Cc2ccccc2)Cc2ccccn2)cc1	-1.1	-8	-1.2	0.7	-0.9	3	-1	-7	-10	nt
CN1CCN(C(=O)CCNC(=O)Cn2cnc3ccccc3c2=O)CC1	-2.4	-4	3.9	2.7	0.8	-2	1	0	-6	-3
Cc1ccc(C)c(Cn2c(=O)n(C)c(=O)c3sccc32)c1	-1.0	0	0.9	-0.8	-2.0	-4	7	-2	1	-6
Nc1nc(Nc2ccccc2)nc2c1ncn2[C@@H]1O[C@H](CO)[C@@H](O)[C@H]1O	0.4	-8	3.8	-2.2	-2.7	-1	5	0	-1	21
Cc1cc(C)c2nc(Nc3nc(-c4ccccc4)cc(=O)[nH]3)nc(C)c2c1	-1.5	10	-2.5	-1.0	-3.0	9	0	-2	-6	2
CCN1C(=O)[C@@H]2[C@@H](c3ccc(-c4ccc(F)cc4)cc3)N3CCC[C@@]3(C(=O)OC)[C@@H]2C1=O	-1.3	-9	2.3	3.1	1.4	-5	-4	3	2	-3
COc1cc(/C=C(\C#N)C(=O)NCCc2ccccc2)cc(OC)c1O	-0.6	10	3.9	1.6	0.6	-3	-3	-2	-5	-2
CCC(=O)N1c2ccccc2NC2=C(C(=O)CCC2)C1c1ccccc1 (stereo unspecified)	-2.5	3	-0.2	2.6	1.7	0	5	0	15	-7
O=C(Nc1ccnn1C1CCN(C/C=C/c2ccc(F)cc2)CC1)C1CCCC1	-0.5	18	-2.1	5.8	-0.3	2	0	-2	6	-2
C1CCC(n2nnnc2CN2CCCC2)CC1	0.3	25	0.5	4.9	-0.1	nt	2	-3	-4	-15
CC(C)Cc1nnc(NC(=O)CCC(=O)N2CCN(C3CCCC3)CC2)s1	-1.4	7	0.4	2.7	1.3	2	-2	0	-13	-2
Cc1cccc(N2CCN(Cc3nc(C4CC4)no3)CC2)n1	-0.4	6	0.1	2.8	3.4	-1	-11	-3	-4	-8
Cc1ccc(Cn2c(N)c(S(=O)(=O)c3cccs3)c3nc4ccccc4nc32)cc1	0.7	-13	2.4	-1.2	-0.8	-8	-3	-1	-4	-18
CC1(C)CC(=O)C(C=Nc2cc(C(=O)c3ccccc3)ccc2N)=C(O)C1	-0.5	-9	2.0	-0.5	-2.2	0	-14	-2	-10	17
C[C@H](CO)N1C[C@H](C)[C@@H](CN(C)C(=O)Nc2ccccc2)Oc2ccc(NC(=O)Nc3ccc(C(F)(F)F)cc3)cc2C1=O	-3.7	5	3.5	2.2	-0.3	-2	3	1	-2	33
Cc1ccc(-c2c(C(=O)N/N=C/c3cccc(Cl)c3)nnn2-c2nonc2N)cc1	-2.2	-4	-2.2	6.3	0.0	1	1	1	-15	10
CCc1ccc(Nc2n[n+](-c3ccccc3)c(-c3cccc(C)c3)s2)cc1	-0.1	8	-0.3	2.7	4.4	-2	1	3	-24	14
CCCCNC(=O)C1CCC(CNS(=O)(=O)c2ccc(NC(C)=O)cc2)CC1 (stereo unspecified)	-0.2	2	2.6	4.0	-0.5	nt	-2	-1	-10	12

Eight neighbouring records out of the list so far:
SMILES	CAL PDZ FP	Rtt109 Vps75	phage Ecoli inh	AddAB inh	Ecoli viability	Wnt act	Tat export inh	DAGLB inh	PvdQ inh	PfHsp90 set2
CC(C)Cc1nnc(NC(=O)CCC(=O)N2CCN(C3CCCC3)CC2)s1	-1.4	7	0.4	2.7	1.3	2	-2	0	-13	-2
Cc1cccc(N2CCN(Cc3nc(C4CC4)no3)CC2)n1	-0.4	6	0.1	2.8	3.4	-1	-11	-3	-4	-8
Cc1ccc(Cn2c(N)c(S(=O)(=O)c3cccs3)c3nc4ccccc4nc32)cc1	0.7	-13	2.4	-1.2	-0.8	-8	-3	-1	-4	-18
CC1(C)CC(=O)C(C=Nc2cc(C(=O)c3ccccc3)ccc2N)=C(O)C1	-0.5	-9	2.0	-0.5	-2.2	0	-14	-2	-10	17
C[C@H](CO)N1C[C@H](C)[C@@H](CN(C)C(=O)Nc2ccccc2)Oc2ccc(NC(=O)Nc3ccc(C(F)(F)F)cc3)cc2C1=O	-3.7	5	3.5	2.2	-0.3	-2	3	1	-2	33
Cc1ccc(-c2c(C(=O)N/N=C/c3cccc(Cl)c3)nnn2-c2nonc2N)cc1	-2.2	-4	-2.2	6.3	0.0	1	1	1	-15	10
CCc1ccc(Nc2n[n+](-c3ccccc3)c(-c3cccc(C)c3)s2)cc1	-0.1	8	-0.3	2.7	4.4	-2	1	3	-24	14
CCCCNC(=O)C1CCC(CNS(=O)(=O)c2ccc(NC(C)=O)cc2)CC1 (stereo unspecified)	-0.2	2	2.6	4.0	-0.5	nt	-2	-1	-10	12

Other records
SMILES	CAL PDZ FP	Rtt109 Vps75	phage Ecoli inh	AddAB inh	Ecoli viability	Wnt act	Tat export inh	DAGLB inh	PvdQ inh	PfHsp90 set2
COc1cc(C(=O)NCc2ccc(C(=O)NCC(OC)OC)cc2)cc(OC)c1OC	0.7	-9	-0.5	2.3	-0.2	-1	0	4	-6	13
COc1ccc2[nH]c(C(=O)Nc3cccc(C)n3)cc2c1	nt	nt	1.9	-0.8	0.6	0	nt	nt	nt	nt
O=C(OCC(=O)N1CCN(S(=O)(=O)c2ccccc2)CC1)C1CCC1	-0.2	-4	2.4	2.2	1.2	-2	-5	-3	-18	nt
Cc1c(NC(=S)N/C(=N/S(=O)(=O)c2ccc(Cl)cc2)c2ccccc2)c(=O)n(-c2ccccc2)n1C	-0.4	1	0.1	1.4	1.6	0	5	2	-11	-5
CCc1ccc(NC(=O)C2(c3ccccc3)CC2(Cl)Cl)cc1 (stereo unspecified)	-3.2	21	3.6	1.2	-1.7	-5	-6	-7	-2	5
COc1ccc2[nH]c3c(c2c1)CCNC3(C)CCc1ccc(Cl)nc1 (stereo unspecified)	-0.9	-1	2.0	-2.4	-0.5	1	6	5	-6	8
O=C(COc1ccc2c3c(c(=O)oc2c1)CCC3)NC1CCN(Cc2ccccc2)CC1	-1.2	-2	1.7	1.9	0.3	1	2	1	-13	37
COC(=O)c1[nH]c2cc(C)ccc2c1NC(=O)CN1CCN(c2ccccc2OC)CC1	-0.1	25	2.1	-2.2	1.2	nt	5	-2	-9	-1
CCN(CC(=O)NCc1ccc(F)cc1)Cc1cc(=O)n2ccsc2n1	-1.8	-11	1.4	0.7	-0.2	-2	1	-1	-7	nt
O=C(CC1Sc2ccccc2NC1=O)NCc1cccc(Cl)c1 (stereo unspecified)	-1.3	-7	1.8	1.5	2.1	-4	-1	1	-2	12
Cc1cc(C)cc(OCC(=O)O/N=C(\N)c2ccccc2Cl)c1	0.3	6	2.7	0.9	-1.0	4	-5	-20	-12	-19
CCN(CC)C(=O)c1cc2cc(Br)ccc2oc1=O	-2.4	-4	2.0	1.4	2.5	nt	-4	0	-8	nt
O=C(c1ccccc1Br)N1CCN(c2ccccc2)CC1	nt	5	1.9	0.4	1.4	nt	-2	1	-14	nt
COc1ccc(N2CC(C)Cn3c2nc2c3c(=O)n(Cc3ccc(C)cc3)c(=O)n2C)c(OC)c1 (stereo unspecified)	-1.6	-15	-1.6	0.9	2.4	0	0	0	-6	-28
Cc1cccc(-n2c(O)c(C=NCc3ccccn3)c3ccccc3c2=O)c1	-1.4	19	1.8	0.3	-3.0	1	-7	0	6	2
COC(=O)c1cccc(-n2[nH]nnc2=S)c1	nt	5	2.9	1.2	1.0	nt	7	1	-16	nt
COc1ccc(C2CCCN2C(=O)Nc2ccc(F)cc2)cc1OC (stereo unspecified)	-0.1	0	2.8	1.8	1.6	0	-7	1	-10	-2
